# Source: PubChem BioAssay (The Scripps Research Institute Molecular Screening Center)
# CHRM1 antagonist: human CHRM1 antagonism; P11229; CHO-K1 hM1, Fluo-8 calcium fluorescence, ACh EC80 antagonist; inhibition, % at 3 µM; actives 1.3% (n = 360,000);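 active = percent inhibition above its own plate's cutoff, namely the mean of that plate's compound wells plus 3 SD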;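 also: peak over basal fluorescence ratio during 140 s after agonist addition; 0% = ACh EC80 plus DMSO and 100% = DMSO alone without agonist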
# Target sequence (P11229 whole entry, looked up): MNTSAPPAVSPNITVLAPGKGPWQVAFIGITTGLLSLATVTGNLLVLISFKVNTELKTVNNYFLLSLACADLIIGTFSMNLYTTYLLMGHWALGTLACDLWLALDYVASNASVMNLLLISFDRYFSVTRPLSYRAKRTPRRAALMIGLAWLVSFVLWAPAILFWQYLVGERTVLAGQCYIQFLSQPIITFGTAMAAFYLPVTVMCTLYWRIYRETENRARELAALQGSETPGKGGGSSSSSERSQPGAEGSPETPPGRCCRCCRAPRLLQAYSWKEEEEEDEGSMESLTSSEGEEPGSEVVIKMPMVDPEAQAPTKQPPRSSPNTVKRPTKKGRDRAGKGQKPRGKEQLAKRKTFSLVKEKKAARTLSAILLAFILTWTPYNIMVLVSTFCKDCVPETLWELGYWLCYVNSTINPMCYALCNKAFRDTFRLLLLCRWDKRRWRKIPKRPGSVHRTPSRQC
# CHRM4 agonist: agonists of human muscarinic M4 receptor (CHRM4) | P08173 | CHO-K1 hM4/Gqi5, Fluo-8 calcium fluorescence; vehicle 0%, full acetylcholine response 100% | activation, % at 3 µM | actives 0.14% (n = 360,000);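 active = activation above the run mean over all test wells plus 3 SD, cut at about 32% in these data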;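 also: peak over basal fluorescence ratio per well then scaled between controls; 0% = DMSO wells and 100% = acetylcholine at EC100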
# Target sequence (P08173 whole entry, looked up): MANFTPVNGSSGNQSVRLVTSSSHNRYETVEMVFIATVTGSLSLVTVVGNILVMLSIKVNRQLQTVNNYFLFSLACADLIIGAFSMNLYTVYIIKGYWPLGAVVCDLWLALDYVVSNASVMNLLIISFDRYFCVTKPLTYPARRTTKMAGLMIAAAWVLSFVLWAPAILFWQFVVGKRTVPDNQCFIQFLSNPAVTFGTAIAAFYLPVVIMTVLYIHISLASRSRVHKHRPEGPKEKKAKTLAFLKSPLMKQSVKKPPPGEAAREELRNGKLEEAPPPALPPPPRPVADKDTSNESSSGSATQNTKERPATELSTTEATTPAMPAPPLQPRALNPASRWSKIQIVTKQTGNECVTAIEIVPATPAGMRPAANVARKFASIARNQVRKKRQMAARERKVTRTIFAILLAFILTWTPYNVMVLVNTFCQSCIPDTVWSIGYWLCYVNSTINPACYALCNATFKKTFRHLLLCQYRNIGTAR
# CHRM4 antagonist: antagonists of human muscarinic M4 receptor (CHRM4); P08173; CHO-hM4 cells, ACh EC80, Fluo-8 calcium fluorescence; inhibition, % at 3 µM; actives 0.73% (n = 360,000);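 active = inhibition above its plate's cutoff, the mean inhibition of sample wells plus 3 SD, cut at about 27% in these data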;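 also: 0% = acetylcholine EC80 with DMSO and 100% = DMSO without agonist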
# M1 ag: human M1 muscarinic receptor agonism | CHO-K1 hM1, Fluo-8 calcium fluorescence, agonist mode; 0% DMSO, 100% acetylcholine EC100 | activation, % at 3 µM | actives 0.33% (n = 360,000);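 active = activation above the run's mean compound activation plus 3 SD, cut at about 16% in these data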;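 also: peak over basal fluorescence ratio within a 140 s kinetic read after compound addition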
# TAAR1 agonist: agonists of human TAAR1; CHO RD-HGA16 TAAR1, Fluo-8 calcium fluorescence; vehicle wells 0%, saturating PEA agonist 100%; activation, % at 3 µM; actives 0.99% (n = 360,000);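 active = activation above the mean activation of all test compounds in the run plus 3 SD, cut at about 38% in these data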
#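 Test system: RD-HGA16 (CHO) cells co-expressing Gα16 and hTAAR1; dosing: one-point dosing at 3 µM (nominal); timing: 17-24 h seeding, 75 min 37 °C dye, 30 min RT; signal: kinetic Fluo-8 calcium fluorescence; read-out basis: % activation relative to PEA EC100 response; controls: DMSO and PEA EC100; replicates: n 1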
# CHRM5 antagonist: blocks acetylcholine activation of human M5 receptor; P08912; CHO-hM5 cells, Fluo-8 calcium fluorescence, ACh EC80; inhibition, % at 3 µM; actives 0.59% (n = 360,000);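 active = inhibition above a per-plate cutoff, the mean of that plate's test compounds plus 3 SD, cut at about 27% in these data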;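 also: 0% = acetylcholine EC80 with DMSO and 100% = DMSO without agonist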
# CHRM5 agonist: agonists of human muscarinic M5 receptor (CHRM5) | P08912 | actives 0.19% (n = 360,000) | AID 624037 | CHO-K1 hM5 cells, Fluo-8 calcium fluorescence; 0% DMSO wells, 100% maximal acetylcholine response | activation, % at 3 µM;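 active = activation above the run's mean over test compounds plus 3 SD, cut at about 23% in these data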;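 also: signal is peak over basal fluorescence ratio across the kinetic read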
# CHRM1 PAM: potentiates human M1 receptor response to acetylcholine. P11229. CHO-K1 hM1, Fluo-8 calcium fluorescence, ACh EC20; 0% = ACh EC20, 100% = maximal ACh. activation, % at 3 µM. actives 0.088% (n = 360,000). AID 588819; in the data active = activation above about 19%, passing the limit was not always enough
# M5 PAM: CHRM5 positive allosteric modulation; P08912; CHO-K1 hM5, Fluo-8 calcium, ACh EC20 PAM; 0% = ACh EC20, 100% = ACh EC100; activation, % at 3 µM; actives 0.3% (n = 360,000);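 active = activation above the run cutoff, the mean activation of all test compounds plus 3 SD, cut at about 18% in these data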
#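 Assay system: CHO-K1 hM5 cells / Incubation: Fluo-8 loading 80 min at 37 °C plus 30 min room temperature / Technique: Fluo-8 calcium dye fluorescence, kinetic read / Repeats: single replicate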
# * marks the source's active call; other numbers are inactive results; x = no result given. The list is partial. The share of hits here may be higher or lower than overall.
SMILES,CHRM1 antagonist,CHRM4 agonist,CHRM4 antagonist,M1 ag,TAAR1 agonist,CHRM5 antagonist,CHRM5 agonist,CHRM1 PAM,M5 PAM
CCCCNC(=O)CN1C(=O)NC(CCc2ccccc2)C1=O (centres undefined),-5,1,-4,-8,1,-7,-4,8,-1
CCn1c(=O)c(=O)[nH]c2cc(C(=O)N(C)Cc3ccc(OC)c(F)c3)ccc21,1,0,0,-5,-1,10,-4,-1,1
C=CCn1c(SCC(=O)NCCCC)nc2scc(-c3ccco3)c2c1=O,7,0,15,-6,1,7,-4,-4,-2
COc1cc(NC(=O)c2ccc(-c3cccc(F)c3)o2)ccc1NC(=O)c1ccccc1Cl,-13,2,-6,2,8,1,4,23,2
CCOc1cc(-c2noc(CCC(=O)N3CCOCC3)n2)ccc1OC,-4,1,-9,-2,1,9,-5,5,0
CC1(C)CC(=O)CC(=Nc2ccc(C(=O)O)cc2)C1,-11,1,9,-1,13,-1,-3,1,6
COC(=O)Nc1ccc(S(=O)(=O)N2CCC(C)CC2)cc1,-12,1,4,-4,6,-5,0,3,-3
O=C(NC(=S)Nc1ccccc1CO)C1CCCCC1,-10,0,-8,-4,6,9,1,8,6
CCN(CC)CC(=O)Nc1scc2c1c(=O)oc1ccccc12,3,14,1,-4,-1,8,2,2,-4
COc1ccc(S(=O)(=O)Nc2cccc(N(C)S(C)(=O)=O)c2)cc1Br,9,19,18,4,13,11,12,-1,-11
COc1ccc(Nc2nc(C)c3ccccc3n2)cc1,-31,-1,-8,-6,6,-1,-6,4,4
Cc1c(C(=O)NCC(C)(C)N2CCOCC2)oc2ccccc12,-8,0,15,-5,3,-7,-2,5,0
Cc1cccc(N2CCN(Cc3c(C)n(C)n(-c4ccccc4)c3=O)CC2)c1C,12,1,6,-6,1,-11,-5,-19,2
CN(c1ccc(C(=O)NCC2CCCO2)cc1)S(=O)(=O)c1ccccc1 (centres undefined),-8,2,-5,-2,4,-2,-1,9,3
O=C(COC(=O)CCc1ccc(S(=O)(=O)N2CCOCC2)cc1)NCc1ccc(Cl)cc1,0,5,-7,-6,2,-10,3,0,0
C=CCOn1c(-n2nc(C)cc2C)nc2ccccc2c1=O,-5,1,-1,-2,-1,4,-4,8,4
Nc1nc(Sc2ccc(C(F)(F)F)cc2[N+](=O)[O-])n[nH]1,-3,0,-1,-3,16,-5,-4,3,-1
O=C(NCc1cccs1)c1ccc(N2CCCCC2)nc1,-8,1,-3,-10,0,4,-3,5,-1
O=C(NCC(c1ccco1)N1CCCCC1)c1cccc(NS(=O)(=O)c2ccc(Br)cc2)c1 (centres undefined),19,2,3,-6,14,10,-5,-13,-7
Cc1cccc(N2CCN(C(=O)c3ccc4nc[nH]c4c3)CC2)c1C,-1,3,5,-6,1,1,-2,5,-2
O=C(O)C1CCCCC1C(=O)NCc1ccccn1 (centres undefined),-9,0,-5,-7,10,-5,1,6,14
Cc1ccc(NC(=S)Nc2ccccn2)cc1C,-16,0,5,-1,5,14,-3,15,-4
COc1cccc(CN2CCNC(=O)C2CC(=O)NCc2cc(C(C)C)no2)c1 (centres undefined),-3,1,-7,-5,1,-7,1,8,8
Cc1cc(C)nc(SCC(=O)c2ccc(O)c(O)c2)n1,2,2,-6,-1,5,8,6,1,2
COC(=O)CN1C(=O)CSc2ncccc21,-2,1,4,2,6,-3,-3,3,7
O=[N+]([O-])c1cc(C(F)(F)F)ccc1NCCc1ccncc1,8,4,-11,-5,5,2,-3,-4,2
O=C(O)CCc1ccc(-c2ccccc2)n1-c1ccc(C(=O)O)cc1,-17,0,-1,-3,x,5,-1,16,2
CC(=O)N1CCN(c2ccc(S(C)(=O)=O)cc2[N+](=O)[O-])CC1,-8,2,3,-5,1,6,-4,11,3
Nc1cc(-c2ccc(Br)cc2)nn1S(=O)(=O)c1cccc2nsnc12,-12,-1,-2,-10,-1,3,-4,2,-4
Cc1ccc(S(=O)(=O)Nc2ccncc2)c(C)c1N(C)S(=O)(=O)c1ccc(Cl)cc1,-10,1,-1,-2,3,-11,2,13,5
COc1ccc(-c2noc(CCC(=O)NCCc3ccccc3)n2)cc1,-2,4,4,-1,51*,4,-1,2,-4
COc1ccc(N2C(=O)c3ccc(C(=O)Nc4cc(OC)ccc4OC)cc3C2=O)cc1,-10,-2,1,-3,-1,3,1,3,-5
COC(=O)c1ccc(/C=C2/SC(=S)N(CCC(=O)NCCCN3CCOCC3)C2=O)cc1,-3,4,0,-8,-3,10,-1,3,-2
C=CCOc1ccccc1CNCCCN1CCOCC1,-20,1,-6,-7,-1,1,-4,2,-3
CC(=O)NC1C(=O)N=C(SCC(=O)NC(C)c2ccccc2)NC1=O (centres undefined),1,1,-2,-3,3,6,1,-3,-5
CC(C(=O)NC1C(=O)N2C(C(=O)O)=C(CSc3nnnn3C)CSC12)n1cc(Br)cn1 (centres undefined),1,0,1,-2,5,6,3,3,1
Cc1cc2cc(C)c(NCCNC(=O)c3ccccc3)nc2cc1C,-4,3,1,-3,3,4,-2,1,-2
Cc1cc(N2CC34C=CC(O3)C(C(=O)O)C4C2=O)no1 (centres undefined),2,1,0,-3,0,1,1,0,0
COc1cccc(CNC(=O)Cn2c(=O)c3cccn3c3ccccc32)c1,-1,2,-4,-1,1,4,-1,5,1
COc1ccc(C(=O)C2CCN(CC(=O)Nc3cc(C)cc(C)c3)CC2)cc1,-4,-1,5,-4,-2,1,-6,9,0
Cc1nn(Cc2ccccc2Cl)c(Cl)c1C(=O)NCCc1ccccc1,-6,0,-2,-9,8,1,-6,7,-3
Cc1ccc(Oc2ccc(-c3nc(N)nc(N)n3)cc2)cc1,8,6,1,-2,9,-2,2,-8,2
Cc1cc(C)nc(NC(=O)CN2C(=O)c3ccccc3S2(=O)=O)n1,-1,1,-10,-2,4,-2,1,6,0
C=CC[C@]12CCc3ccccc3C1N(c1ccc(C(=O)OCC)cc1)C2=O (some centres undefined),-4,0,-8,-6,18,1,-4,3,0
O=C(NCc1ccncc1)C1CCN(S(=O)(=O)c2ccc(Cl)c(C(F)(F)F)c2)CC1,0,1,6,-3,1,0,1,0,-3
CCCNC(=O)COc1coc(CN2CCN(c3ccccc3)CC2)cc1=O,-14,0,-11,-2,0,1,-1,9,1
CCCN(CCC)C(=O)c1ccc2c(c1)OCO2,-10,0,7,-3,0,4,-2,10,-4
CC(C)Oc1ccc(C(CC(=O)O)c2ccc(F)cc2)cc1 (centres undefined),-4,0,1,-3,4,-1,3,2,3
CCNc1nc(SCC(=O)Nc2ccccc2)nc(N2CCOCC2)n1,-11,4,-5,-4,2,-2,-3,15,1
Cn1c(=O)c2c(nc(SCCN3CCCCC3)n2C)n(C)c1=O,-27,1,3,-4,2,-7,-9,5,12

# 3 entries from above, sorted by the value under CHRM1 PAM, falling:
molecule	CHRM1 antagonist	CHRM4 agonist	CHRM4 antagonist	M1 ag	CHRM5 antagonist	CHRM5 agonist	CHRM1 PAM	M5 PAM
Cc1nn(Cc2ccccc2Cl)c(Cl)c1C(=O)NCCc1ccccc1	-6	0	-2	-9	1	-6	7	-3
Cc1cc(C)nc(NC(=O)CN2C(=O)c3ccccc3S2(=O)=O)n1	-1	1	-10	-2	-2	1	6	0
Cc1ccc(Oc2ccc(-c3nc(N)nc(N)n3)cc2)cc1	8	6	1	-2	-2	2	-8	2

# (cont.)
SMILES,CHRM1 antagonist,CHRM4 agonist,CHRM4 antagonist,M1 ag,TAAR1 agonist,CHRM5 antagonist,CHRM5 agonist,CHRM1 PAM,M5 PAM
c1ccc([C@H]2CC3C[C@@H](c4ccccc4)N2O3)cc1,-3,0,3,-2,11,-1,-4,0,0
N/C(=N\OC(=O)/C=C/c1ccccc1)c1ccncc1,-3,3,16,-2,8,13,-2,11,-6
COC(=O)c1ccc(Cn2c(C)c(C(=O)NCc3ccc(Cl)c(Cl)c3)sc2=O)o1,1,18,-1,-3,12,-1,4,-3,-15
O=C(O)c1c(-c2ccccc2)cnc2ccccc12,-15,1,-21,-3,1,2,0,3,2
COc1ccc([N+](=O)[O-])cc1NCc1cccc([N+](=O)[O-])c1,4,-1,3,-10,-1,1,-9,-8,-6
CC(C)=CCc1cc([C@@H]2CC(=O)c3ccc(O)c(CC=C(C)C)c3O2)ccc1O,0,4,-8,-6,-1,6,-1,-3,-11
COCCN(C(=O)CCC(=O)Nc1ccccn1)C(C(=O)NCCC(C)C)c1ccc(F)cc1 (centres undefined),-8,0,3,-5,0,6,-3,10,-1
CCN(CC(=O)Nc1c(F)cccc1F)C(=O)Cc1c[nH]c2ccccc12,6,2,5,-3,-1,5,3,-2,8
Cc1ccc(CSc2ccc(S(=O)(=O)N3CCOCC3)cn2)cc1,0,1,-6,-6,1,6,-5,-4,-7
Cc1ccc(S(=O)(=O)N2CCOC23CCN(C(=O)C(=O)NCCC(C)C)CC3)cc1,1,2,6,-2,6,-5,1,1,6
Cc1coc2cc3oc(=O)c4c(c3cc12)CCCC4,-5,0,-2,-9,1,-4,4,0,-1
Cc1ccc(C(=O)/C=C/Nc2ccccc2C(N)=O)cc1,-23,0,-18,-6,9,4,-7,0,0
CCN1CCN(Cc2nc(N)nc(Nc3ccc(C)c(C)c3)n2)CC1,-6,-1,0,-4,6,3,-3,1,-1
COC(=O)C1C(O)=C(C=NC2CCCCC2)C(=O)CC1(C)C (centres undefined),-9,0,8,-5,5,4,-2,-3,9
COc1ccc(CN2CCOCC2)c(C)c1C,-4,0,-7,-7,5,-1,-2,6,5
CCn1c(N)c(Br)c(=O)[nH]c1=O,2,2,-6,-6,10,-11,-3,-5,-1
CCN(CC(=O)NCc1ccc(Cl)cc1)CC(=O)Nc1ccc(C(N)=O)cc1,-22,3,-5,-7,2,2,-6,12,6
Cc1[nH]n(-c2ccc([N+](=O)[O-])cc2)c(=O)c1C=NCCN1CCN(C(=O)C(C)C)CC1,-3,1,8,-8,3,-6,0,8,5
COc1ccccc1OC(C)C(=O)N1CCc2ccccc21 (centres undefined),-5,0,-2,-4,3,-1,-3,6,3
Cc1ccc(SCCC(=O)NC(C)(C)C)cc1,-10,0,-1,-4,6,-5,0,11,0
C[C@@H]1ON(C)[C@H]2C[C@H]3c4[nH]c5ccc(-c6ccc7c(c6)OCO7)cc5c4CCN3C[C@@H]12,-4,15,-12,-1,16,-1,2,1,4
Cc1c(C(=O)c2cccc(F)c2)c2ccccn2c1CCC#N,-7,2,-9,-3,7,5,0,7,7
O=C(O)COc1ccccc1/C=N/NC(=O)c1ccc(F)cc1,4,1,-1,-3,3,0,5,-1,3
O=C(Nc1ccccc1)Nc1nnc(Cc2ccc(F)cc2)s1,9,1,2,0,12,12,2,7,-2
CSc1ncccc1C(=O)NC1CCCCCCC1,-5,1,-11,-4,-1,-5,-1,4,2
